E coli Lon inh – inhibits E. coli Lon protease; P0A9M0; purified E. coli Lon protease, fluorescence polarization; inhibition, % at 7.94 µM; 0.42% of 360,000 active; AID 602123; in the data active means inhibition above about 13%, passing the limit was not always enough;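 further: 0% = enzyme with probe and DMSO and 100% = no enzyme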
Target sequence (P0A9M0 whole entry, looked up): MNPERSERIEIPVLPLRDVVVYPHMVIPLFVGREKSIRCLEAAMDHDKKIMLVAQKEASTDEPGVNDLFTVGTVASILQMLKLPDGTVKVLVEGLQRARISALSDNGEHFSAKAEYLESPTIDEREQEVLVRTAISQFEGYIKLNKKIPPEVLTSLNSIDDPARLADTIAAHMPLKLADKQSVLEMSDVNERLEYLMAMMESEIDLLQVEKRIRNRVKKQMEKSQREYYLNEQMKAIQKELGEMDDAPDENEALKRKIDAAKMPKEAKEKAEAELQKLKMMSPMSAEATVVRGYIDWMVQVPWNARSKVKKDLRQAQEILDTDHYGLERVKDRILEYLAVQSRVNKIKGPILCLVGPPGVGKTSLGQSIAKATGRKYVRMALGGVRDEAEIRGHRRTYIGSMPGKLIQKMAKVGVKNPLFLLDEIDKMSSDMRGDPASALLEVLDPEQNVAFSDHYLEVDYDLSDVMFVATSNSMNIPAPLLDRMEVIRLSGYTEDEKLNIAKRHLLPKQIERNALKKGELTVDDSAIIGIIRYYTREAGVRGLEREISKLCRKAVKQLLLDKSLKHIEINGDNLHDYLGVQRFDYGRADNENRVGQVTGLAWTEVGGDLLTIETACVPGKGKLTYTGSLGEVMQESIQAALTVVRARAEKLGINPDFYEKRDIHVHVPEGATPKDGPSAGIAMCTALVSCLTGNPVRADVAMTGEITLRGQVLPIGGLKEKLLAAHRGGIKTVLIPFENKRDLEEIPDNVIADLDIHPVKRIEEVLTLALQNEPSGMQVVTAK
FAS TE block – blocks the thioesterase domain of human fatty acid synthase; P49327; recombinant FAS-TE, OMFH fluorogenic substrate, fluorescence endpoint; inhibition, % at 15 µM; 0.67% of 360,000 active;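 active means compounds whose normalised, plate-corrected inhibition of enzyme fluorescence in the single-dose primary screen is 50% or more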;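 further: 0% = DMSO with enzyme and 100% = substrate without enzyme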
MsrA inhibitor – bovine MsrA inhibition. inhibition, % at 15.5 µM. purified bovine MsrA, absorbance read-out. 0.75% of 360,000 active; in the data active means inhibition above about 4.5%;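 further: 0% = vehicle wells with enzyme and 100% = reference inhibitor wells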
MLLE-PAM2 inh – inhibitors of microRNA-mediated deadenylation, human PABP1 MLLE binding; P11940; GST-MLLE / FITC-PAM2 fluorescence polarization; inhibition, % at 20 µM; 0.36% of 360,000 active; AID 588489; in the data active means inhibition above about 35%, passing the limit was not always enough;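 further: plate controls were DMSO wells with GST-MLLE for no effect and wells lacking GST-MLLE protein for full effect; some results filed as inactive read as strong as hits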
Tb MetRS inh – blocks T. brucei methionyl-tRNA synthetase activity. purified T. brucei MetRS, ATP depletion, Kinase-Glo luminescence. inhibition, % at 11.9 µM. 0.4% of 360,000 active. AID 624268;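 active means inhibition above a per-plate cutoff of the control wells' mean inhibition plus 3 SD, cut at about 5.5% in these data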;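 further: 0% = DMSO wells median and 100% = median of wells with control inhibitor compound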
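Measured by: Kinase-Glo luciferase luminescence reporting remaining unconsumed ATP. Material: purified T. brucei MetRS enzyme. Doses: 11.9 µM compound single dose, 0.9% DMSO. Medium: HEPES buffer containing pyrophosphatase, BSA, spermine, DTT. Times: 15 min preincubation, 2 h reaction, all 25 °C. Reagent: methionine, ATP and bulk E. coli tRNA.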
SKN-1 block – C. elegans SKN-1 inhibition | AID 624304 | C. elegans VP596 Pgst-4::GFP/RFP ratio, acrylamide-induced, 24 h | inhibition, % at 21.8 µM | 0.49% of 360,000 active;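 active means interference check ratio from 0.5 to 1.5 plus GFP to RFP signal ratio inhibition reaching or exceeding a fixed threshold, cut at about 30% in these data, passing the limit was not always enough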; further: some compounds called inactive have numbers as strong as hits
MT1-MMP act inh – inhibitors of human MT1-MMP activation; 0.061% of 360,000 active; HT1080 RFP-PRO-GFP cells, GFP/RFP ratio fluorescence, overnight; percent of plate control window, DMSO zero; GFP/RFP ratio change, % at 20 µM; AID 651647; P50281;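 active means GFP/RFP ratio change of at least 30% with cell ATP level not reduced by more than half and red fluorescence within 50% of control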; further: strong numbers were not always called active
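Test system: HT1080 cells expressing an RFP-PRO-GFP fluorescent reporter construct / Compound dosing: single-point 20 µM compound, 1% DMSO / Schedule: cells overnight before dosing, compound overnight, 37 °C, 5% CO2 / Evaluation: GFP/RFP fluorescence ratio / Control set: DMSO and RFP-L50D-GFP cell wells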
NRP1-CendR mod – NRP-1/CendR interaction modulation; FAM-RPARPAR peptide binding to NRP-1, fluorescence polarization; AID 602438; O14786; inhibition, % at 25 µM; 0.85% of 360,000 active;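 active means inhibition or corrected inhibition above about 18%, plus a signal ratio from 0.5 to 1.5, limit read from the data, passing the limit was not always enough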; further: strong numbers were not always called active
MsrA act – bovine methionine sulfoxide reductase A activation. activation, % at 10.6 µM. AID 602163. purified bovine MsrA, absorbance read-out. 0.3% of 360,000 active; in the data active means activation above about 7.5%;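 further: 0% = vehicle and 100% = reference activator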
Numbers without * were called inactive; x = not tested or not shown.

SMILES	E coli Lon inh	FAS TE block	MsrA inhibitor	MLLE-PAM2 inh	Tb MetRS inh	SKN-1 block	MT1-MMP act inh	NRP1-CendR mod	MsrA act
O=C(NCCCN1CCCC1=O)C(=O)NCC1OCCCN1S(=O)(=O)c1ccccc1 (centres undefined)	-1	-11	-0.1	13	-0.2	-3	3	5	-5
CCCCCCCNC(=O)C1(CC2CC(c3ccc(Cl)cc3)=NO2)CCN(C(=O)CCCCCBr)CC1 (centres undefined)	3	31	-0.3	-7	-0.4	6	0	-7	-5
CC(C)(C)NCC(O)(c1ccc(Cl)cc1)c1ccc(Cl)cc1	-2	6	x	-7	0.1	5	5	4	3
Cc1cc(C)nc(Nc2n[nH]c(-c3cccc4ccccc34)n2)n1	1	9	-1.1	-1	-0.2	3	-14	5	-3
CCn1c(SCC(=O)N2CCC(C)CC2)nc2c([nH]c3ccccc32)c1=O	2	-8	-0.3	-10	-0.4	-4	-3	-3	-8
CCN1C(=O)[C@@H]2[C@@H](c3ccc(-c4ccc(OC)cc4)c(OC)c3)N3CCC[C@@]3(C(=O)OC)[C@@H]2C1=O	-13	3	-0.9	2	-0.2	22	2	8	2
CCCC(=O)Nc1c2c(nn1-c1ccc(C)cc1)CS(=O)(=O)C2	-10	-6	0.0	-8	-1.0	-12	-3	0	-3
COc1ccc(OCCCC(=O)Nc2cccnc2)cc1	-4	-7	0.1	-17	-0.4	-5	3	-12	-3
CCOC(=O)c1csc(NC(=O)CN2CCCCC2)n1	-4	-8	0.2	-7	-0.3	-3	-3	-4	-2
CCOc1ccc(N(CC(=O)NC2CCCC2)S(=O)(=O)c2c(C)[nH]c(=O)[nH]c2=O)cc1	-6	-6	-0.5	-5	0.3	-17	3	1	-3
COc1ccc(Cn2c(=S)[nH]c3cc(C(=O)NCc4cccnc4)ccc3c2=O)cc1	0	-2	0.7	-82	-0.2	6	7	3	-2
N#CC(CC(=O)c1ccc(F)cc1)c1ccc2c(c1)OCO2 (centres undefined)	-3	7	-1.7	1	0.0	11	1	-3	-1
Cc1cc(=O)oc2c3c(cc(OCC(=O)NCCCn4ccnc4)c12)OC(C)(C)CC3	-2	-1	0.3	-5	-0.4	3	-1	7	-2
O=C(NCCCn1ccnc1)C(=O)c1cn(CC(=O)N2CCCCCC2)c2ccccc12	3	-10	3.7	2	-0.4	8	-3	-2	1
CCCCN(C)CCCNC(=O)CC1Oc2ccccc2NC1=O (centres undefined)	-2	-4	-0.4	13	-0.2	-1	-3	-1	-3
Cc1sc2nc(CSC(C)C(=O)NC3(C#N)CCCCC3)[nH]c(=O)c2c1C (centres undefined)	-21	-15	-0.7	22	-0.2	21	-16	-13	-1
Cc1cc(SCC(=O)c2cccs2)n2nc(C)c(-c3ccccc3)c2n1	-5	20	2.4	-37	-0.9	-16	3	-3	-9
CCCCn1c(N)c(N(CC(C)C)C(=O)c2ccc(F)c(S(=O)(=O)N3CCOCC3)c2)c(=O)[nH]c1=O	2	-6	-2.0	-5	-0.4	15	2	-9	-1
Cc1ccc2c(c1)c1c(n2CC(O)Cn2ccnc2C)C(=O)CCC1 (centres undefined)	-10	-5	1.5	-10	-0.5	0	4	-14	1
COc1ccc(N2CCN(C3CC(=O)NC3=O)CC2)cc1 (centres undefined)	-7	-5	-0.6	18	0.2	8	2	-4	0

Part of the list above in another layout:
Every second line gives: E coli Lon inh | FAS TE block | MsrA inhibitor | MLLE-PAM2 inh | Tb MetRS inh | SKN-1 block | MT1-MMP act inh | NRP1-CendR mod | MsrA act
> COc1ccc(N2CCN(C3CC(=O)NC3=O)CC2)cc1 (centres undefined)
 : -7 | -5 | -0.6 | 18 | 0.2 | 8 | 2 | -4 | 0
> COc1ccc(Cn2c(=S)[nH]c3cc(C(=O)NCc4cccnc4)ccc3c2=O)cc1
 : 0 | -2 | 0.7 | -82 | -0.2 | 6 | 7 | 3 | -2
> Cc1cc(=O)oc2c3c(cc(OCC(=O)NCCCn4ccnc4)c12)OC(C)(C)CC3
 : -2 | -1 | 0.3 | -5 | -0.4 | 3 | -1 | 7 | -2
> CCCCn1c(N)c(N(CC(C)C)C(=O)c2ccc(F)c(S(=O)(=O)N3CCOCC3)c2)c(=O)[nH]c1=O
 : 2 | -6 | -2.0 | -5 | -0.4 | 15 | 2 | -9 | -1

Further records.
SMILES	E coli Lon inh	FAS TE block	MsrA inhibitor	MLLE-PAM2 inh	Tb MetRS inh	SKN-1 block	MT1-MMP act inh	NRP1-CendR mod	MsrA act
CCC(C)Nc1nc2c(c(=O)n(C)c(=O)n2C)n1Cc1ccc(Cl)cc1 (centres undefined)	-8	11	-0.9	0	0.6	6	-1	4	0
COc1ccc2[nH]c3nc(SCC(=O)Nc4cccc(NC(C)=O)c4)nnc3c2c1	-2	-12	-0.3	-5	3.6	-2	8	-19	-9
COc1cc2c(C#N)c(N3CCc4ccccc4C3)nc(N)c2c(N)n1	56*	14	1.4	2	-1.0	7	x	1	-12
COCCCNC(=O)C[C@@H]1C[C@@]2(C(=O)OC)CC(C)(C)CC=C2N(Cc2ccco2)C1=O	x	x	-1.6	x	0.2	-6	-3	4	x
CC1CCCN(Cc2nc3c(c(=O)n(C)c(=O)n3C)n2CC(=O)c2ccccc2)C1 (centres undefined)	-9	10	0.7	8	-1.0	-9	-3	-6	-1
Cc1ccc(/C=N/NS(=O)(=O)c2ccc([N+](=O)[O-])cc2)o1	-3	34	0.8	-18	-0.5	4	2	-4	-9
Cc1nc(C)c(CC(=O)N2CCc3c([nH]c4ccccc34)C2c2ccccn2)s1 (centres undefined)	-3	-8	-1.4	11	-0.8	-3	2	-1	-8
COC(=O)c1ccc(CSc2nncn2C)cc1	7	-3	-0.3	-31	-1.0	0	x	9	0
Cc1ccc(N(CC(=O)NC2CCCCCC2)S(=O)(=O)c2c(C)nn(C)c2C)cc1	0	-4	-0.5	-2	-1.2	7	-10	4	-10
Cc1ccc(/C=C/C(=O)NN2CCN(C)CC2)cc1	-2	-5	-0.9	18	-0.1	-10	-3	8	-2
CCCc1c(C(=O)N/N=C(\C)c2ccc(O)cc2)nnn1-c1nonc1N	-6	-7	0.4	-1	-0.6	24	-2	16	-4
CC(=O)c1ccc(N/C=C\C(=O)c2ccc(C)cc2)cc1	-4	-1	-0.3	1	0.0	-5	3	-10	-1
COc1ccc(C(=O)NNC2=CC(=O)CC(C)(C)C2)cc1	1	-14	0.8	14	-0.4	10	3	-4	-5
COc1ccc(C)cc1N(C)C(=O)Cc1c(C(=O)O)n(C)c2ccccc12	-3	-3	0.5	2	-0.9	-12	-3	7	-3
CCOC(=O)c1[nH]c(C)c(C(=O)NCc2ccc(Cl)cc2)c1C	-8	-2	0.6	-8	1.0	7	6	-14	-1
COC(=O)c1ccc2c(=O)n(CC3CCCO3)c(SCC(=O)Nc3ccccc3Cl)nc2c1 (centres undefined)	-3	9	0.4	9	0.8	17	-3	-7	0
O=c1c2c(nc3c(-c4ccccc4)c[nH]n13)CCC2	0	-12	0.3	15	-0.6	-4	2	-7	-8
Cc1cccc(-c2cc(C(=O)Nc3sc(C)c(C)c3C(N)=O)c3ccccc3n2)c1	-2	25	-0.8	14	-1.7	-10	-5	4	-3
COc1ccccc1NS(=O)(=O)c1cccc(-n2c(O)c(C=Nc3ccccc3C(=O)O)c3ccccc3c2=O)c1	5	10	1.4	-3	0.1	7	4	-107	-2
Cn1nc(-c2ccccc2)c(CSc2ccccc2Cl)c1Cl	4	22	1.1	-5	-0.6	-1	-5	5	-3

Overlap with the part before: 2 entries, then new ones.
SMILES	E coli Lon inh	FAS TE block	MsrA inhibitor	MLLE-PAM2 inh	Tb MetRS inh	SKN-1 block	MT1-MMP act inh	NRP1-CendR mod	MsrA act
COc1ccccc1NS(=O)(=O)c1cccc(-n2c(O)c(C=Nc3ccccc3C(=O)O)c3ccccc3c2=O)c1	5	10	1.4	-3	0.1	7	4	-107	-2
Cn1nc(-c2ccccc2)c(CSc2ccccc2Cl)c1Cl	4	22	1.1	-5	-0.6	-1	-5	5	-3
COc1ccc(NC(=O)CSc2nc(C)cs2)c(OC)c1	-2	-3	0.6	13	-0.1	6	0	2	-3
CCCCCC1CC(CC(=O)O)C(=O)O1 (centres undefined)	1	-1	1.4	4	0.4	-19	-2	-1	1
COc1ccc(NC(=O)Cc2nnc(SCC(=O)NC3CCCCC3)n2C)cc1	-19	-6	-0.8	-20	-0.2	9	1	-2	-2
Cc1ccnc(NC(=O)CCC2COc3ccccc3O2)c1 (centres undefined)	-11	2	0.1	-7	-1.3	-25	0	1	-9
O=C(CNS(=O)(=O)Cc1ccccc1)NNc1ccccc1	-2	-4	-1.1	-1	0.2	7	5	0	-5
CCC(=O)c1ccc(OCC(=O)N2CCN(c3ccccn3)CC2)cc1	5	-2	0.0	-6	0.0	4	5	2	-3
CC1(C)Cc2nc3sc4c(=O)n(CC(=O)NCc5ccco5)cnc4c3cc2CO1	-4	-3	0.3	-11	-0.8	9	-7	-2	-3
Cc1ccc2oc(C(=O)N(C)Cc3cnccn3)c(C)c2c1	-6	-3	-0.5	11	-0.1	1	-1	17	-2
COc1ccc(NC(=O)Cc2coc3cc(C)ccc23)cn1	-2	-2	-0.5	-3	-0.2	8	3	8	-2
Cc1ccc(NC(=S)NNC(=O)CCn2cc(C)cn2)cc1	-4	-3	-0.2	2	-0.7	16	2	9	1
C=CC[C@@H](Cc1ccc(F)cc1)C(=O)OC[C@@H]1CCCN1C(=O)[C@H](CC=C)CC(=O)NCCO	6	-5	-0.5	0	-0.3	11	3	-1	-2
Cc1ccc2c(Cl)c(C(=O)NCCCN3CCOCC3)sc2c1	-3	-6	0.9	-3	-1.1	-1	2	-8	-4
COC(=O)c1ccc(NC(=S)NC2CC2)cc1	-3	-6	0.7	2	-1.6	7	7	-10	-12
CCOC(=O)C1(CCc2ccccc2)CCN(Cc2ccc(O)cc2)CC1	-2	-4	0.0	-2	-0.1	4	1	14	1
CC(=O)Nc1ccc(NC2CCCCC2NS(=O)(=O)c2ccccc2)cc1 (centres undefined)	-14	-5	0.5	3	-0.4	9	0	20	0
O=C(Nc1ccc(F)c(Cl)c1)c1cc(C2CCCCN2C(=O)C2CC2)on1 (centres undefined)	-3	3	-1.1	-2	-0.4	10	1	4	-5
Cc1cccc(NC(=O)c2cccc(S(=O)(=O)N3CCCCC3)c2)c1	-5	8	-0.7	10	-0.7	16	2	3	-3
Cc1ccc(OCC(=O)NCCCNC(=O)c2ccccn2)cc1C	-6	-2	0.1	-4	-0.5	-9	1	4	4
CCOC(=O)CSc1nc2c(sc(=S)n2-c2ccccc2OC)c(=O)n1-c1ccccc1OC	13	12	1.0	-10	-1.5	-6	x	4	-13

Records listed so far that bear a hit mark in E coli Lon inh:
structure | E coli Lon inh | MsrA inhibitor | MLLE-PAM2 inh | Tb MetRS inh | SKN-1 block | MT1-MMP act inh | NRP1-CendR mod | MsrA act
COc1cc2c(C#N)c(N3CCc4ccccc4C3)nc(N)c2c(N)n1 | 56* | 1.4 | 2 | -1.0 | 7 | x | 1 | -12

High-throughput results from PubChem.

No enrichment for hits; overall some 4% were active at least once.
